Source: PubChem (several laboratories)
mABHD4 FP = inhibits mouse alpha/beta hydrolase domain 4. inhibition, % at 8.92 µM. Q8VD66. purified mABHD4, FP-Rh probe fluorescence polarization. actives 0.54% (n = 370,000);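 active = inhibition exceeding the mean over every tested compound plus 3 SD, cut at about 30% in these data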;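 note: 0% = plate median of compound wells and 100% = S159A mutant with DMSO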
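Doses – 8.92 µM, single dose · Material – wild-type mouse ABHD4 protein · Replication – single well per compound (singlicate) · Measure – percent inhibition of probe binding, normalized to plate controls · Schedule – 45 min compound pre-incubation plus 60 min probe step, 25 °C · Detection – fluorescence polarization with parallel and perpendicular emission, 525/598 nm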
PRMT1 FP inh = inhibitors of human PRMT1. Q99873. recombinant PRMT1, activity-based probe fluorescence polarization. inhibition, % at 2.79 µM. actives 1.3% (n = 370,000). AID 652257;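 active = inhibition above about 21% made by adding two undisclosed values, limit read from the data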
rCAG binder = r(CAG) repeat RNA binding | TO-PRO-1 dye displacement fluorescence | inhibition, % at 3 µM | actives 1.3% (n = 370,000);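 active = inhibition above the plate cutoff, the mean of all test compounds on that plate plus 3 SD, cut at about 35% in these data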;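 note: 0% = DMSO alone and 100% = 100 µM mitoxantrone as full dye displacement; higher means more dye released from RNA so lower well fluorescence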
TDP2 inh = TDP2 (human) inhibition, absorbance primary screen; inhibition, % at 12.8 µM; recombinant TDP2, T5PNP hydrolysis, p-nitrophenol absorbance 415 nm; actives 0.34% (n = 370,000);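 active = inhibition above the mean of all tested compounds plus 3 SD, set per campaign, cut at about 25% in these data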;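 note: 0% = DMSO with enzyme and 100% = buffer with substrate but no TDP2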
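System – recombinant human TDP2 · Amount – 120 nM TDP2 per well · Buffer or medium – Mg2+-containing Tris-HCl buffer, pH 7.5 · Reagent – T5PNP substrate, 5 mM · Dosing – 12.8 µM single point, 1% DMSO · Incubation – 2 h at 37 °C · Measured by – epi absorbance · Read-out basis – percent inhibition · Benchmarks – high control without enzyme, low control DMSO plus TDP2 · Repeats – singlicate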
NR1D1 modulator = modulators of human Rev-erb alpha DNA binding. P20393. Rev-erbα–FITC-DNA binding, fluorescence polarization, 90 min. activity, % at 10 µM. AID 1259318. actives 0.79% (n = 370,000);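 active = activity above about 14%, limit read from the data; passing the limit was not always enough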;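 note: 0% = DMSO wells with 35 nM protein and 100% = DMSO wells with 750 nM protein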
SIAE inh = inhibitors of human sialic acid acetylesterase SIAE | SIAE FP-Rh probe binding, fluorescence polarization | inhibition, % at 9.66 µM | Q9HAT2 | actives 0.69% (n = 370,000);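 active = inhibition above a cutoff: mean of compounds within the control limits plus 3 SD of those, cut at about 17% in these data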;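 note: 0% = plate median of compound wells and 100% = probe without SIAE protein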
Target sequence (Q9HAT2 whole entry, looked up): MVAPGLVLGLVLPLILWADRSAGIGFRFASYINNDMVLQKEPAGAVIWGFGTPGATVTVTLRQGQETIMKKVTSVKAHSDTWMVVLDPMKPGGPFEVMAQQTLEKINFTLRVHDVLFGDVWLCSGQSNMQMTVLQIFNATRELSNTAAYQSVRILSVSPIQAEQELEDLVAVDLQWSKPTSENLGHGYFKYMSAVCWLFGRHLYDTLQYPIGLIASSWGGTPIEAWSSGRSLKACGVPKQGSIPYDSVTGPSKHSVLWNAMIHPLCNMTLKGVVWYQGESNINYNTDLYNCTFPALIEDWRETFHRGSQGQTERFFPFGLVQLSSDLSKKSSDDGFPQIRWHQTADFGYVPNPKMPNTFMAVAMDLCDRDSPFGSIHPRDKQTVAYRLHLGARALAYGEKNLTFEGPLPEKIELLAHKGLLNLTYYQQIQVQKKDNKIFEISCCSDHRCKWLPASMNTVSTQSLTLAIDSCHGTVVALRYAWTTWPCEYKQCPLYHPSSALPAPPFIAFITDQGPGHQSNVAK
TCR CD3 inh = blocks the human TCR-CD3 interaction; TAMRA-labeled TCR probe fluorescence, biochemical; inhibition, % at 9.4 µM; actives 0.37% (n = 360,000); in the data active = inhibition above about 19%;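 note: recombinant mutant TCR 2C K166C tagged with TAMRA read by polarization; 0% = receptor in buffer alone and 100% = receptor with positive control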
PG9 Ab binder = PG9 antibody binding by small molecule | inhibition, % at 6.7 µM | actives 0.43% (n = 360,000) | AID 624416 | TR-FRET gp120-PG9 antibody binding; in the data active = inhibition above about 8.5%
HTRA1 inh = HTRA1 (human) protease inhibition; recombinant HTRA1, FP-rhodamine activity-based probe, fluorescence polarization; inhibition, % at 5.96 µM; actives 0.5% (n = 340,000); AID 504803; in the data active = inhibition above about 36%;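 note: 0% = enzyme with DMSO and 100% = wells lacking enzyme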
Target sequence (Q92743 whole entry, looked up): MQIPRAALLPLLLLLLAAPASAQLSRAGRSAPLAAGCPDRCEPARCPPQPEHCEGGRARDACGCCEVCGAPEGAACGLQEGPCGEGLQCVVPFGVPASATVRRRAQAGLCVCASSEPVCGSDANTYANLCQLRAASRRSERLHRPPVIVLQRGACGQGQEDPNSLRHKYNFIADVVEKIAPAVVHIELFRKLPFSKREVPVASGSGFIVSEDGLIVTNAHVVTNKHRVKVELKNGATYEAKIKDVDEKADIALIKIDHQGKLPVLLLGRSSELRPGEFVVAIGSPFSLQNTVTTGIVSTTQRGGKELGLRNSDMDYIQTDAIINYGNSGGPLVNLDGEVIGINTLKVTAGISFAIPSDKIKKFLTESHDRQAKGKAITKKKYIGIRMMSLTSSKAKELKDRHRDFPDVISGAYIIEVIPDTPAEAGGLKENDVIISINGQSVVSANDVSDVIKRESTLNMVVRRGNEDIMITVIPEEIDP
LEDGF integ inh = blocks HIV-1 LEDGF/p75-dependent DNA integration. TR-FRET IN-LEDGF/p75 DNA integration, Eu/Cy5. inhibition, % at 3.7 µM. actives 0.64% (n = 370,000). AID 743269;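 active = inhibition above the screen-wide mean plus 3 SD, cut at about 13% in these data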;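 note: signal is the Cy5 over europium emission ratio at 671 and 618 nm; 0% = plate median of compound wells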
* = called active by the depositor; / = no result given.

#	SMILES	mABHD4 FP	PRMT1 FP inh	rCAG binder	TDP2 inh	NR1D1 modulator
1	CCC(=O)N(C)C[C@@H]1Oc2ncc(Br)cc2C(=O)N([C@H](C)CO)C[C@H]1C	1	-6	1	3	-5
2	CC(=O)c1sc(N/N=C/c2ccc(C(C)C)cc2)nc1C	5	-2	10	-8	-2
3	CN(C)S(=O)(=O)c1ccc(C(=O)OCC(=O)c2ccc3c(c2)NC(=O)CO3)cc1	-3	0	5	-7	-2
4	CCOC(=O)C1=C(CNCCOc2ccc(OC)cc2)NC(=O)NC1c1ccc2c(c1)OCO2 (stereo unspecified)	-6	-5	-5	-6	-1
5	Cc1nc(N2CCN(c3ccccn3)CC2)c2c(C)c(C(=O)N3CCN(c4ccc(F)cc4)CC3)sc2n1	-6	-1	1	5	20*
6	O=C(CCC(=O)N(CC(=O)NC1CCCC1)c1cccc(F)c1)Nc1nccs1	4	1	-1	13	3
7	COc1ccc(CN(CC2CCC(C(=O)O)CC2)C(=S)Nc2cc(C)ccc2C)cc1 (stereo unspecified)	-12	-2	11	-10	0
8	Cc1ccc2c(c1)N(C(=O)CCC(=O)Nc1ccccc1Cl)CC(C)O2 (stereo unspecified)	5	0	1	-2	-1
9	CCN(CC)C(=O)CCc1nnc(CCc2c[nH]c3ccccc23)o1	-1	2	-6	9	1
10	CCC1Nc2ncnc(N3CCCCC3)c2N(Cc2ccc(Cl)cc2)C1=O (stereo unspecified)	1	1	2	0	-1
11	CCCN1CCc2c(sc(NC(=O)c3ccc(S(=O)(=O)N(C)c4ccccc4)cc3)c2C(=O)NC)C1	-3	-6	-18	-19	0
12	CCOC(=O)c1cc(S(=O)(=O)Nc2ccc(OC)cc2OC)cn1C	-5	-3	0	17	6
13	CC1(C)OC(=O)C2=C(C[C@@H](C3CC3)O[C@@H]2C2CC2)O1	6	0	2	0	-3
14	COc1cc(Cl)ccc1OCc1cc(C(=O)N(C)CCc2c(C)n[nH]c2C)no1	1	-2	1	-14	-1
15	COc1ccc(N(CCC(=O)O)S(=O)(=O)c2ccc(C)cc2C)cc1	-2	-3	4	4	7

#	SIAE inh	TCR CD3 inh	PG9 Ab binder	HTRA1 inh	LEDGF integ inh
1	-2	0	1.3	0	3
2	7	14	-2.1	3	0
3	-4	8	0.5	-2	2
4	1	4	0.3	-1	4
5	7	0	-1.4	-33	3
6	18*	5	-0.7	4	1
7	-4	-5	-0.2	-1	1
8	4	4	-2.6	0	-3
9	-2	3	-2.4	5	0
10	2	6	0.1	-10	4
11	3	3	-0.4	-34	1
12	1	0	0.1	1	2
13	-1	0	1.3	/	-1
14	-4	0	0.5	-4	0
15	3	-1	2.4	2	4

(more compounds)
#	SMILES	mABHD4 FP	PRMT1 FP inh	rCAG binder	TDP2 inh	NR1D1 modulator
16	Cc1nc(C(=O)Nc2cc(Cl)ccc2Cl)nn1-c1cc(OC(C)C)c(Cl)cc1Cl	2	-1	3	-1	0
17	Cc1cccc(NC(=O)CCn2cnnn2)c1	-1	-4	-1	4	4
18	CC(C)Oc1ccc(/C=N/NC(=O)c2nnn(-c3nonc3N)c2CN(C)C2CCCCC2)cc1	-1	1	0	-3	-4
19	CC(C)CN1CCN(Cc2cn(C)c3ccccc23)CC1CCO (stereo unspecified)	-2	2	-6	-13	-5
20	CCOC(=O)c1c(NC(=O)CN2CCCCC2)sc2c1CCN(C(=O)OCC)C2	16	1	-5	-2	1
21	O=C(CSCC(=O)Nc1cccc([N+](=O)[O-])c1)Nc1ccccc1	-8	6	4	-5	0
22	O=C(Nc1cccc(NC(=O)C2CCCO2)c1)c1ccco1 (stereo unspecified)	5	3	-5	9	7
23	Cc1[nH]nc(-c2ccc(OCc3cnn(-c4ccccc4)c3)cc2O)c1Oc1ccc(Cl)cc1	-5	-1	5	-4	-2
24	COc1ccc(S(=O)(=O)Nc2c(C)cc(C)cc2C)c2cccnc12	3	-3	1	-5	-2
25	Cc1cc(C)n2nc(SC(C)C(=O)NCc3ccco3)nc2n1 (stereo unspecified)	-5	6	8	-7	-1
26	O=C(N[C@@H](Cc1c[nH]c2ccccc12)C(=O)NC1CC1)c1ccccc1Cl	4	0	0	-5	2
27	O=C(CSc1nnc(-c2cccs2)n1Cc1ccco1)Nc1ccc2c(c1)OCO2	-1	0	1	1	1
28	CN(C)CCNC(=O)Cn1c(=O)c2cccn2c2ccc(F)cc21	0	-4	3	5	6
29	O=C1CN(C(=O)c2ccc(Br)o2)C(c2ccccc2)c2cc(Br)ccc2N1 (stereo unspecified)	-6	6	3	-1	-3
30	C/C(=N\NC(=O)c1cc(C(C)C)[nH]n1)c1ccncc1	3	-6	-2	-16	-5

#	SIAE inh	TCR CD3 inh	PG9 Ab binder	HTRA1 inh	LEDGF integ inh
16	4	-2	-0.9	1	-4
17	2	9	-0.8	0	0
18	-2	6	-0.2	-1	-4
19	3	-12	0.4	7	-1
20	1	-3	-1.7	-54	-1
21	-4	-9	-1.9	1	-4
22	-3	0	-0.5	-5	-4
23	-21	-3	-2.4	-3	-1
24	-6	-1	-0.2	-2	-5
25	1	-2	-1.5	2	-5
26	-6	1	0.6	-3	1
27	1	3	1.0	-2	1
28	0	-4	-0.2	2	-1
29	-4	-1	-1.5	-41	0
30	4	3	-1.4	-9	2

Sorted by SMILES length (low to high): three of the compounds above
#	SMILES	mABHD4 FP	PRMT1 FP inh	rCAG binder	TDP2 inh	NR1D1 modulator
24	COc1ccc(S(=O)(=O)Nc2c(C)cc(C)cc2C)c2cccnc12	3	-3	1	-5	-2
15	COc1ccc(N(CCC(=O)O)S(=O)(=O)c2ccc(C)cc2C)cc1	-2	-3	4	4	7
11	CCCN1CCc2c(sc(NC(=O)c3ccc(S(=O)(=O)N(C)c4ccccc4)cc3)c2C(=O)NC)C1	-3	-6	-18	-19	0

#	SIAE inh	TCR CD3 inh	PG9 Ab binder	HTRA1 inh	LEDGF integ inh
24	-6	-1	-0.2	-2	-5
15	3	-1	2.4	2	4
11	3	3	-0.4	-34	1

Next part:
#	SMILES	mABHD4 FP	PRMT1 FP inh	rCAG binder	TDP2 inh	NR1D1 modulator
31	Cc1c(Cl)cnn1CC(=O)NC1C(=O)N2C(C(=O)O)=C(CSc3nnnn3C)CSC12 (stereo unspecified)	1	62*	19	-8	-3
32	Cc1c(Cl)c(C(=O)NNC(=S)NCc2ccco2)nn1C	21	1	5	11	2
33	Cc1cc(NC(=O)Nc2cc(Cl)ccc2C)no1	-9	-1	1	0	1
34	CCCCn1c(N)c(N(CCOC)C(=O)c2ccc(C)c(S(=O)(=O)N3CCCCC3)c2)c(=O)[nH]c1=O	-5	-2	-1	1	3
35	COc1ccc(C(=O)N2CCN(CC(=O)N3CCOCC3)CC2)cc1	-5	6	0	3	-2
36	O=C(NC(=S)NCCN1CCOCC1)c1ccccc1	0	1	-3	8	0
37	CC1N(C)c2cccc3cccc(c23)N1C	10	17	0	3	2
38	O=[N+]([O-])c1cccc(Nc2c3ccccc3nc3ccccc23)c1	-3	-3	2	-19	-2
39	CCOc1ccc2nc(NC(=O)c3cccc(N4C(=O)CCC4=O)c3)sc2c1	2	2	1	0	-8
40	CCC(C)COC(=O)c1ccc(C(=O)O)cc1 (stereo unspecified)	4	-1	-1	8	-1
41	CCN(C(=O)C(C)OC(=O)CCCNC(=O)c1ccc(Cl)cc1)c1ccccc1 (stereo unspecified)	-3	-5	-7	5	0
42	Cc1ccc(C(=O)CCS(=O)(=O)c2ccc(F)cc2)cc1	-3	29*	-5	8	9
43	COc1cc(/C=C2/NC(=O)N(CC(=O)Nc3cccc(C)c3)C2=O)ccc1OCC(N)=O	-8	-1	9	7	-3
44	Cc1cc(F)ccc1S(=O)(=O)N1CCCCC1CCNC(=O)C(=O)NCCN1CCOCC1 (stereo unspecified)	0	-1	-2	-3	-2
45	O=C(Nc1ccc(Cl)cc1)Nc1ccon1	-8	2	1	4	1

#	SIAE inh	TCR CD3 inh	PG9 Ab binder	HTRA1 inh	LEDGF integ inh
31	-5	1	0.5	-1	6
32	-4	10	0.7	8	1
33	-2	4	0.1	-20	1
34	-2	1	-0.7	8	7
35	-2	0	-2.6	5	-3
36	7	7	-1.8	0	-1
37	8	5	-3.3	7	-2
38	-2	0	-0.8	1	0
39	9	-5	-0.9	-3	-3
40	0	-5	-1.5	2	-3
41	-7	1	0.4	5	-1
42	6	-2	1.1	-1	-1
43	-13	3	-2.7	1	-1
44	-3	1	-3.5	-5	1
45	0	-3	-0.5	-4	-1

The results go on:
#	SMILES	mABHD4 FP	PRMT1 FP inh	rCAG binder	TDP2 inh	NR1D1 modulator
46	CSc1ccc(/C=C(\NC(=O)c2ccc(C)cc2)C(=O)Nc2cccc(C)c2)cc1	-7	2	1	-7	-2
47	CCCNC(=O)c1cc(C2CCCCN2C(=O)c2ccc(C(C)C)cc2)on1 (stereo unspecified)	-5	2	-3	-4	-4
48	C/C(=N\Nc1cccc(Cl)c1)C1(C)N(O)C(C)(C)C(c2ccco2)=[N+]1[O-] (stereo unspecified)	-1	5	0	8	6
49	COc1ccccc1OCC(=O)N1CCN(c2ccccc2OC)CC1	0	4	-5	-5	-2
50	O=C(Cn1ncc2c1-c1ccccc1OC2)N(Cc1ccco1)C1CCCCC1	-4	1	7	0	9
51	CN1OC[C@@H]2CN(C(=O)C(C)(C)C)[C@H](c3cccc(N4CCOCC4)c3)C[C@@H]21	-3	3	2	2	4
52	O=C(N=C1SC2CS(=O)(=O)CC2N1Cc1ccccc1Cl)C1CCCO1 (stereo unspecified)	4	0	0	-8	-2
53	Cc1nc2ncnn2c(C)c1Cc1ccccc1Cl	3	0	-2	2	2

#	SIAE inh	TCR CD3 inh	PG9 Ab binder	HTRA1 inh	LEDGF integ inh
46	-8	-6	0.5	7	3
47	4	-5	-1.0	/	1
48	2	1	-1.2	-2	-2
49	2	-5	0.3	-9	0
50	-4	-3	-3.0	-9	2
51	5	-6	-1.4	2	-3
52	-2	10	0.6	2	1
53	15	-6	0.9	1	2

Compound profiles, as listed above. Order of values: mABHD4 FP	PRMT1 FP inh	rCAG binder	TDP2 inh	NR1D1 modulator	SIAE inh	TCR CD3 inh	PG9 Ab binder	HTRA1 inh	LEDGF integ inh
Shown for `COc1ccccc1OCC(=O)N1CCN(c2ccccc2OC)CC1` → 0	4	-5	-5	-2	2	-5	0.3	-9	0
Shown for `O=C(Cn1ncc2c1-c1ccccc1OC2)N(Cc1ccco1)C1CCCCC1` → -4	1	7	0	9	-4	-3	-3.0	-9	2
Shown for `O=C(N=C1SC2CS(=O)(=O)CC2N1Cc1ccccc1Cl)C1CCCO1` (stereo unspecified) → 4	0	0	-8	-2	-2	10	0.6	2	1
Shown for `CN1OC[C@@H]2CN(C(=O)C(C)(C)C)[C@H](c3cccc(N4CCOCC4)c3)C[C@@H]21` → -3	3	2	2	4	5	-6	-1.4	2	-3
Shown for `CSc1ccc(/C=C(\NC(=O)c2ccc(C)cc2)C(=O)Nc2cccc(C)c2)cc1` → -7	2	1	-7	-2	-8	-6	0.5	7	3

A portion of the library (hit frequency here may not be typical).
